hcDAF12 agonist: H. contortus DAF-12 nuclear receptor activators, primary screen, cell-based, luminescence, HEK293, lit1-tk-luc reporter; HEK293 hcDAF-12 lit1-tk-luc reporter; 0% DMSO, 100% Δ7-dafachronic acid; activation, % at 6.8 µM; actives 1.4% (n = 370,000);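 active = activation above the mean of all tested compounds plus 3 SD, cut at about 5.5% in these data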;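 also: 100% = response to 3 µM Δ7-dafachronic acid high control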
SMARCA2 activ: SMARCA2 (BRM) function activators, primary screen, cell-based, luminescence, high throughput. actives 1% (n = 370,000). activation, % at 9.1 µM. AID 652017, 2013. MG213 cells, MMTV-luciferase reporter, dexamethasone, overnight; in the data active = activation above about 7.8%;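 also: 0% = vehicle wells and 100% = reference activator wells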
NPR2 activator: human GC-B receptor activators, primary screen, HEK293 GC-B cells, cGMP TR-FRET, EC30 CNP. 0% at EC30 CNP, 100% saturating CNP. activation, % at 10 µM. Atrial natriuretic peptide receptor 2 (Homo sapiens), P20594. actives 0.11% (n = 370,000);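 active = activation at 10 µM reaching about 35% in either raw or pattern-adjusted values, limit read from the data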
sPLA2-III inh: human group III sPLA2 inhibitors, primary screen, biochemical, QFRET, BODIPY PC-A2 liposome substrate; Group 3 secretory phospholipase A2 (Homo sapiens), Q9NZ20; QFRET BODIPY PC-A2 liposome hydrolysis, fluorescence; AID 743126, 2013; actives 0.56% (n = 370,000); inhibition, % at 12.2 µM;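 active = inhibition above mean plus 3 SD of compounds lying within the high and low control bounds, cut at about 19% in these data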;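 also: 0% = median of test compound wells and 100% = no enzyme DMSO wells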
Target sequence (Q9NZ20 whole entry, looked up): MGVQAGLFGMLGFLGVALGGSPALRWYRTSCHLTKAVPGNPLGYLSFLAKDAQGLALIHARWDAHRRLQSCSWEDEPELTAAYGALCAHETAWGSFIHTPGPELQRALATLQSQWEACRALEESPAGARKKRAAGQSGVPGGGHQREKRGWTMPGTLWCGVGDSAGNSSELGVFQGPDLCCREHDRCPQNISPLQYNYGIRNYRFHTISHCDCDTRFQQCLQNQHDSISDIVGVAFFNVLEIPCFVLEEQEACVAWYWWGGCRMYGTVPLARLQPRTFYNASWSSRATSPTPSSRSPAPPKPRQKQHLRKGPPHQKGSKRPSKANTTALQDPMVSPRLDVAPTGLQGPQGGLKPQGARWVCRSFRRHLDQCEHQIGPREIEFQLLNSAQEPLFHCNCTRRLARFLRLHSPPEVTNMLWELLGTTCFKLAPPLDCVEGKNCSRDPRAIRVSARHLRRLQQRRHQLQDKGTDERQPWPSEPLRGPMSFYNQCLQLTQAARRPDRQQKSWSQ
GC-A act: GC-A stimulated cGMP production enhancers – HEK293 GC-A cells, cGMP TR-FRET, EC30 ANP, primary screen | AID 1671463, 2021 | activation, % at 10 µM | 0% at EC30 ANP, 100% saturating ANP | Atrial natriuretic peptide receptor 1 (Homo sapiens), P16066 | actives 0.14% (n = 370,000); in the data active = activation above about 40%
ssDAF-12 act: S. stercoralis DAF-12 nuclear receptor activators, primary screen, cell-based, luminescence, HEK293, GRIP1 co-expression, lit1-tk-luc. HEK293 ssDAF-12/GRIP1 lit1-tk-luc reporter; % of 3 µM dafachronic acid response. activation, % at 6.8 µM. AID 652126, 2013. actives 1% (n = 370,000). Nuclear hormone receptor DAF-12 (Strongyloides stercoralis);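 active = activation above the mean over all tested compounds plus 3 SD, cut at about 0.9% in these data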;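 also: 0% = DMSO-only wells and 100% = 3 µM delta7-dafachronic acid wells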
DAX1 inh-1: DAX1 (NR0B1) inhibitors on StAR promoter, primary screen, cell-based, luminescence, SF-1 (NR5A1), full-length DAX-1. AID 652010, 2013. HEK293T StAR-luciferase reporter, SF-1/DAX-1 repression relief. inhibition, % at 6.8 µM. actives 1.1% (n = 370,000);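 active = inhibition above the mean over all tested compounds plus 3 SD, cut at about 3.6% in these data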;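 also: 0% = DAX-1 cells with DMSO and 100% = cells lacking DAX-1 with DMSO; higher inhibition means more luminescence from relief of DAX-1 repression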
FXN GAA850 act: FXN promoter activators, primary screen, cell-based, luciferase luminescence, HEK293 lucGAA850 | HEK293 lucGAA850 FXN promoter luciferase reporter, 24 h; percent of 10 µM SAHA response | activation, % at 6 µM | actives 0.56% (n = 360,000) | AID 540364, 2011;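 active = activation above the average of all compounds screened plus 3 SD, cutoff fixed separately per campaign, cut at about 7.5% in these data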;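 also: 0% = DMSO wells and 100% = 10 µM SAHA wells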
hgDAF12 agonist: H. glycines DAF-12 receptor agonists, primary screen, cell-based, luminescence, HEK293, GAL4 fusion, UAS-luciferase | Nuclear hormone receptor DAF-12 (Heterodera glycines), GAL4 fusion | activation, % at 6.8 µM | HEK293 GAL4-hgDAF12 UAS-luciferase reporter, agonist luminescence; normalized to butyrate control | actives 1.8% (n = 370,000);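 active = activation above a cutoff set at the mean of all screened compounds plus 3 SD, cut at about 10% in these data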;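 also: 0% = DMSO wells and 100% = sodium butyrate wells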
DAX1 inh-2: DAX1 (NR0B1) inhibitors, primary screen, cell-based, HEK293, Gal4-DAX1, luciferase luminescence; actives 0.99% (n = 340,000); HEK293 Gal4-DAX1 luciferase reporter; inhibition, % at 6.75 µM; AID 504766, 2011;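 active = inhibition above the mean over all tested compounds plus 3 SD, cut at about 4.2% in these data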;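 also: 0% = DAX1-transfected cells with DMSO and 100% = empty-vector control cells with DMSO; inhibition shows as a rise in luminescence from relieved DAX1 repression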
Target sequence (P51843 207-470 limits assumed): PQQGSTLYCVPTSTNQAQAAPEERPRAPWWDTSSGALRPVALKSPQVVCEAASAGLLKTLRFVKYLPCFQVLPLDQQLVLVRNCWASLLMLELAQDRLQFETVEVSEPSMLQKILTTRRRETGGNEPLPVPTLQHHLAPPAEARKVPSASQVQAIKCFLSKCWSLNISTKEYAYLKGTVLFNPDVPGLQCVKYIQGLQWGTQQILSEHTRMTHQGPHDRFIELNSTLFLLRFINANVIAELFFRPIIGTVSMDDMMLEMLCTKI
proKLK7 act: proKLK7 zymogen activators, primary screen, biochemical, fluorescence intensity | purified proKLK7, EDANS-DABCYL substrate fluorescence; 100% is mature enzyme control, 0% vehicle | activation, % at 7 µM | actives 0.9% (n = 370,000);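 active = activation above the mean of all tested compounds plus 3 SD, computed per campaign excluding outliers beyond control limits, cut at about 13% in these data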
Target sequence (P49862 whole entry, looked up): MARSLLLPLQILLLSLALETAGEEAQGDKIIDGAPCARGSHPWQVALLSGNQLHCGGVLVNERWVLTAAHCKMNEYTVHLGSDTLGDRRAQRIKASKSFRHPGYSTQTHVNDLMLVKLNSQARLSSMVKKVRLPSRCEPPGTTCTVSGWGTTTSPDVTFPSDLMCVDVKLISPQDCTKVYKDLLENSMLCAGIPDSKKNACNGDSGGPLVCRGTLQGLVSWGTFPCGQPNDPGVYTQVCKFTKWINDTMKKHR
* hit, by the source's call; · = no result given. Not a hit list (roughly 6.7% active in at least one column).

Molecule,hcDAF12 agonist,SMARCA2 activ,NPR2 activator,sPLA2-III inh,GC-A act,ssDAF-12 act,DAX1 inh-1,FXN GAA850 act,hgDAF12 agonist,DAX1 inh-2,proKLK7 act
COc1ccccc1NS(=O)(=O)c1ccc(C(=O)N2CCCCCCC2)cc1,-1.7,0.4,0.1,-11.1,2.5,-0.9,-1.9,-0.4,-1.2,-0.9,0.2
Nc1nc(CN2CCN(Cc3ccc4c(c3)OCO4)CC2)nc(Nc2ccccc2)n1,-2.1,-0.1,-5.6,-0.6,-0.6,-1.7,0.2,1.6,-0.7,0.3,0.1
N#CN=C1CCCCCN1CC(N)=O,-0.4,5.3,6.1,0.2,-2.2,-0.5,-0.3,0.7,1.5,1.7,-0.3
C=CCn1c(SCC(=O)N2CCN(C(=O)c3ccco3)CC2)nc2sc(CC)cc2c1=O,-3.7,2.2,0.0,-4.6,0.5,-0.9,-0.3,-0.4,-2.8,-0.1,-1.1
O=C(/C=C/c1ccc(Cl)c(C(F)(F)F)c1)N1CCN(c2ccccn2)CC1,0.9,2.1,-3.1,0.4,-0.2,-0.9,0.2,1.0,2.8,-0.2,-0.2
COC(=O)c1ccccc1NC(=O)Nc1c(C)n(C)n(-c2ccccc2)c1=O,-0.8,-0.4,4.1,3.4,1.5,-1.2,1.0,-0.3,0.5,0.0,-0.1
COc1ccc(N(C(=O)c2ccncc2)S(=O)(=O)c2cccc([N+](=O)[O-])c2)cc1,-0.3,0.1,0.2,-9.1,1.2,-0.9,-0.5,-2.0,-0.9,1.6,0.0
O=C(CN1CCN(Cc2ccccc2)CC1)Nc1ccc(Cl)cc1,0.1,-3.3,2.9,-3.0,-2.5,0.0,0.4,1.5,-3.2,0.3,0.3
O=S(=O)(NCCC1=CCCCC1)c1cccc(S(=O)(=O)N2CCOCC2)c1,-2.4,-3.8,-4.2,-10.2,-0.5,-1.3,-1.3,-1.0,-3.3,-1.9,0.0
COc1ccc(CNC(=O)C2CSCCS2)cc1 (stereo unspecified),-0.8,-0.7,3.2,1.8,2.5,-1.2,0.1,3.6,1.9,-0.5,-0.8
Cc1oc2c(c1C(=O)c1ccccc1)C(=O)C(=O)c1ccccc1-2,-1.3,-8.8,8.7,0.7,9.2,-1.6,-5.0,-1.4,-3.8,-0.5,-0.5
C[C@@H]1CN([C@@H](C)CO)C(=O)CCCn2cc(nn2)CO[C@H]1CN(C)C(=O)Nc1ccc(C(C)(C)C)cc1,0.5,0.5,-1.8,5.5,-0.1,-0.7,0.7,·,1.4,·,-0.2
Cc1c(NC(=O)c2cc(-c3ccc(O)cc3)on2)c(=O)n(-c2ccccc2)n1C,-1.4,-1.0,1.5,2.5,-0.1,-0.4,-0.5,-0.8,-0.8,0.5,-1.0
O=C(Nc1ccccc1-c1nnc(SCc2ccccc2Cl)o1)c1ccccc1,-0.1,-3.0,-5.7,-4.3,-4.2,-0.9,0.3,1.0,-0.1,1.0,-0.6
COc1ccc(OC)c(S(=O)(=O)Nc2cccc(-c3ccc(N4CCCCCC4)nn3)c2)c1,-1.9,0.6,-2.2,-2.1,-7.5,-1.3,1.1,1.1,-0.3,0.6,0.3
Cc1cccc(OCC(=O)NNC(=O)CCc2ccccc2)c1,-0.4,-4.8,-10.9,2.5,-4.7,-1.3,0.0,1.1,-1.4,-1.9,-0.7
Cc1ccc(C(=O)O/N=C(\N)c2ccccn2)cc1,-2.2,-8.7,2.3,3.2,-1.7,-1.9,-0.6,-5.1,-8.5,-2.8,-0.1
Cc1c(C(=O)NC2CCN(Cc3ccccc3)C2)oc2c(Cl)cccc12 (stereo unspecified),7.0*,0.8,-6.2,-7.4,-6.2,-0.6,0.3,0.9,-0.9,0.1,-0.2
CC(C)C[C@H]1CNC(=O)C(=O)N1C[C@@H]1CCCN1C[C@H](Cc1ccc(O)cc1)N1C[C@H](Cc2ccccc2)N(CC2CCCCCC2)C(=O)C1=O,-0.7,-2.1,1.3,-14.1,5.0,-0.7,0.9,·,-3.5,·,-2.5
CCOC(=O)N1CCN(C(=O)C2CCC(=O)N(Cc3ccccc3OC)C2)CC1 (stereo unspecified),1.4,-0.5,0.3,1.3,0.9,-0.5,0.3,0.5,0.9,1.4,0.1

Pulled by compound from the list above (2):
Molecule,hcDAF12 agonist,SMARCA2 activ,NPR2 activator,sPLA2-III inh,GC-A act,ssDAF-12 act,DAX1 inh-1,FXN GAA850 act,hgDAF12 agonist,DAX1 inh-2,proKLK7 act
Cc1cccc(OCC(=O)NNC(=O)CCc2ccccc2)c1,-0.4,-4.8,-10.9,2.5,-4.7,-1.3,0.0,1.1,-1.4,-1.9,-0.7
C[C@@H]1CN([C@@H](C)CO)C(=O)CCCn2cc(nn2)CO[C@H]1CN(C)C(=O)Nc1ccc(C(C)(C)C)cc1,0.5,0.5,-1.8,5.5,-0.1,-0.7,0.7,·,1.4,·,-0.2

Later entries:
Molecule,hcDAF12 agonist,SMARCA2 activ,NPR2 activator,sPLA2-III inh,GC-A act,ssDAF-12 act,DAX1 inh-1,FXN GAA850 act,hgDAF12 agonist,DAX1 inh-2,proKLK7 act
CCOC(=O)c1ccc(N=Nc2c(C)c(C#N)c(O)[nH]c2=O)cc1,0.2,-4.0,0.9,7.9,15.0,-1.5,-0.2,0.1,-1.0,-0.4,-0.4
CCCc1ccc(Oc2c(-c3ccc(O)c(C)c3O)n[nH]c2C)cc1,-0.4,-0.6,-1.5,-9.4,19.1,-0.8,-0.1,2.9,-0.8,2.5,-0.3
CCCOc1ccc(OCCN2CCCC(C)C2)cc1 (stereo unspecified),-0.5,-2.0,4.3,-2.5,0.0,-1.0,-0.4,1.1,2.2,-0.7,0.3
COc1ccc2[nH]c(C(=O)O)c(NS(=O)(=O)c3ccc(C)cc3C)c2c1,2.3,-0.9,0.3,-27.6,1.9,0.5,1.0,-1.8,-0.2,-0.1,2.1
CCCCn1c(N)c(N(CCC(C)C)C(=O)C2CC(=O)N(c3cccc(SC)c3)C2)c(=O)[nH]c1=O (stereo unspecified),-1.7,-0.1,-1.7,8.5,0.4,-0.9,-0.8,-0.9,-0.9,3.6,-1.5
CCc1ccccc1NC(=O)NC(C)c1ccc2c(c1)OCO2 (stereo unspecified),2.3,-2.4,2.6,10.4,-5.7,-1.2,1.5,-1.2,-0.7,0.2,0.1
O=C(NCc1nnc(SCC(=O)N2CCOCC2)o1)c1cccs1,-1.8,1.5,3.1,0.9,2.8,-1.5,-0.1,-1.2,0.5,-1.7,-0.6
COC(=O)[C@@]1(C(C)C)N=C(c2cc(OC)c(OC)c(OC)c2)[C@]2(O1)C(=O)N(Cc1cn(-c3ccccc3)nn1)c1cccc(Cl)c12,-2.6,-2.9,-19.7,-6.3,-30.4,-0.9,-1.6,·,-2.1,·,0.2
CCCCC(=O)Nc1ccc(NC(=S)NC(=O)c2ccco2)cc1OC,0.5,-7.0,8.4,30.8*,-0.7,-1.2,0.8,0.8,5.5,·,-1.0
Cc1ccccc1N1C(=O)CN(Cc2sccc2C)C1=S,-0.5,-4.5,-0.5,-92.3,-1.1,-1.6,0.0,2.1,-1.5,-0.4,-0.9
Cc1ccc(S(=O)(=O)N2CCCN(c3nccc(C(F)(F)F)n3)CC2)cc1,-0.2,-0.1,4.2,-0.2,2.6,-0.8,0.1,-1.2,-1.8,·,0.8
CCCCNC(=O)N1CCC(CCC(=O)N(C)Cc2ccccc2)CC1,-2.3,1.9,-3.6,-2.4,-1.4,-0.9,-0.2,1.0,-2.0,0.4,1.0
Cc1oc(-c2ccccc2)nc1C(=O)OCC(=O)NC(C)c1ccccc1 (stereo unspecified),-0.9,0.5,-3.6,9.8,-4.4,-0.9,0.6,-1.1,-2.9,0.6,-0.4
CN(C)CCNc1ccc2ncn3c4ccc(O)cc4c(=O)c1c23,-0.8,15.5*,-26.7,-20.0,-13.6,-0.9,-6.2,8.4*,-7.0,-2.1,71.9*
COC1C(C)=C(C)C(=O)N1Cc1ccccc1 (stereo unspecified),-2.5,-2.5,3.8,8.8,-2.2,-1.0,-0.2,1.9,-2.7,-0.8,-0.2
CCCn1c(Nc2ccccc2C)nc2ccccc21,-0.1,-5.7,1.1,6.1,-4.9,-0.8,-0.8,0.0,-0.8,1.8,0.5
COc1ccc(CC(=O)OCc2nnc(C3COc4ccccc4O3)o2)cc1OC (stereo unspecified),0.2,-0.6,-0.8,-5.3,0.5,-0.9,0.1,-1.2,-1.5,2.4,-0.2
Cc1ccc2c(CC(=O)NCC(C)(C)N3CCOCC3)coc2c1,-1.2,-1.8,-2.7,-0.6,0.9,-2.2,-1.0,-1.6,-3.8,0.5,0.4
O=C(NCc1ccncc1)C1CCCCC1,-0.4,-1.7,1.3,1.3,3.6,-1.1,-0.4,-0.7,-1.2,0.5,-0.6
COCCNCc1ccccc1[N+](=O)[O-],1.8,0.5,3.5,5.5,0.7,-0.9,0.0,0.9,2.9,0.2,0.9
C/C(=N\NC(=O)c1ccc2c(c1)OCO2)c1ccco1,1.8,2.8,5.6,-1.0,4.7,-1.1,0.8,2.8,9.5,0.5,0.1
Cc1ccc(S(=O)(=O)N2CCOCC2)cc1NC(=O)CN(C)CC(=O)Nc1cccc(F)c1,-1.1,-5.5,-0.8,-13.5,-0.5,-1.1,-0.8,0.9,-1.0,0.5,-0.2
CC(C)(C)c1ccc(OC(=O)c2ccc3snnc3c2)cc1,-1.6,-3.1,-0.8,-5.3,-1.6,-1.8,0.0,-0.1,0.1,0.1,0.3
COc1cc2sc3ccc(-c4ccc5[nH]ccc5c4)cc3c(=O)c2cc1OC,0.7,5.4,3.5,-9.8,0.8,-1.2,0.0,4.0,4.6,1.2,-0.8
CC1=C(C(=O)OC(C)C)C(c2cccnc2)C2=C(CCCC2=O)N1 (stereo unspecified),-1.3,3.0,3.4,0.7,-2.7,-1.6,-0.1,-0.7,-1.5,0.2,5.8
Cc1cc(Cl)ccc1OCC(=O)NCCOC(=O)Nc1sc(=S)n(C)c1C,6.9*,-0.1,-3.4,13.3,-1.3,-0.4,-0.3,1.0,0.6,-0.9,0.7
Cc1cc(S(=O)(=O)Nc2c(C)ccc3nsnc23)ccc1F,-1.0,-0.1,0.6,-9.1,6.0,-1.6,-0.6,-0.4,1.6,0.7,-0.4
